PTHR1 agonist: PTHR1 (human) receptor agonism; HEK293 GP2 PTHR1 cells, GloSensor cAMP luminescence, 1 h; Potency, µM (titrated, usually from 115 µM), for the others: at the highest dose activation, actives largely listed as activators; 410,000 compounds, 0.075% hits; note: potency is the fitted concentration of half-maximal effect; nearly all actives have a fitted effect of over 55% in size; some results filed as inactive show a strong effect at the top dose; inactives centre near -15; many of its hits are not listed in these tables
Target sequence (Q03431 whole entry, looked up): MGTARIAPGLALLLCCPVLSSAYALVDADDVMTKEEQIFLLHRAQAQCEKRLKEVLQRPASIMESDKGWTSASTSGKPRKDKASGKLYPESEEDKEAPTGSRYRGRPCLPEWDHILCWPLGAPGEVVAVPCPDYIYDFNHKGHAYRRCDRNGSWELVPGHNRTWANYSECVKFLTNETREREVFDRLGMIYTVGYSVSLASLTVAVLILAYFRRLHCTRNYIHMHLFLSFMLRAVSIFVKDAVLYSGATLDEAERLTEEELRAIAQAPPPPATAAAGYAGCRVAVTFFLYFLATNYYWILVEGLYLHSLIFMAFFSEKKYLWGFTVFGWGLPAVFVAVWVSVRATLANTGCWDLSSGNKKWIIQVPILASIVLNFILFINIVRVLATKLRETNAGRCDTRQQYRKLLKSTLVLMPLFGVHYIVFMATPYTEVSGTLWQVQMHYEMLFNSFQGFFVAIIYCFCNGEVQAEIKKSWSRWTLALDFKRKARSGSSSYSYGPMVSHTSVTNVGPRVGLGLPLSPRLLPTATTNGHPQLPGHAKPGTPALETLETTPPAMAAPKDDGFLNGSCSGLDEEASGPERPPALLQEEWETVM
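HEK-293-derived GP2 cells expressing PTHR1 and a GloSensor cAMP reporter, 3,000/well, plated overnight, given luciferin plus IBMX (each 0.5 mM as added) for 1 h at 37 °C, then compound for 1 h at 37 °C. Luminescence was read after 15 min at room temperature.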
Abeta yeast res: compounds reversing amyloid beta toxicity in yeast; yeast expressing A-beta42, growth rescue, OD600, 48 h; response scale: 0% DMSO, 100% iron-clioquinol control; Potency, µM (titrated, usually from 46.1 µM), for the others: at the top dose growth rescue, usual class: activators; 410,000 compounds, 0.063% hits; AID 1347071; note: potency is the fitted concentration of half-maximal effect; nearly all actives have a fitted effect of over 55% in size
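Yeast growth medium received pinned compounds, then yeast cells expressing toxic A-beta were added; plates incubated at 30 C for 48 hr. Growth read as absorbance at 600 nm, normalized to DMSO and equimolar FeCl3 plus clioquinol controls.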
aSyn yeast inh: inhibitors of alpha-synuclein toxicity in yeast | 370,000 compounds, 0.14% hits | Potency, µM (doses to about 46.1 µM), for the others: at the highest dose growth rescue (activation), usual class: activators | Yeast expressing alpha-synuclein, growth rescue, BacTiter-Glo, 24 h | AID 652106; note: potency is the fitted concentration of half-maximal effect; % of control where 0% means no effect; nearly all actives have a fitted effect of over 65% in size
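Rescue of yeast growth: cells expressing toxic alpha-synuclein, induced in galactose at OD600 0.02, incubated with compound 24 h at 30 C. ATP luminescence quantified growth; inhibitors of toxicity appear as activators.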
D3 antag: antagonists of human D3 dopamine receptor | max response, negative = inhibition, % | AID 652054 | D3R cells, DiscoveRx beta-arrestin luminescence, antagonist mode; active compounds read low | P35462 | 360,000 compounds, 2.5% hits; in the data active = max response below about -50%; inconclusive = no clear call, values can overlap the other calls; note: % is set by controls: 0 for no effect and ±100 for the full control effect; mostly tested at two doses, the higher about 12 µM
Target sequence (P35462 whole entry, looked up): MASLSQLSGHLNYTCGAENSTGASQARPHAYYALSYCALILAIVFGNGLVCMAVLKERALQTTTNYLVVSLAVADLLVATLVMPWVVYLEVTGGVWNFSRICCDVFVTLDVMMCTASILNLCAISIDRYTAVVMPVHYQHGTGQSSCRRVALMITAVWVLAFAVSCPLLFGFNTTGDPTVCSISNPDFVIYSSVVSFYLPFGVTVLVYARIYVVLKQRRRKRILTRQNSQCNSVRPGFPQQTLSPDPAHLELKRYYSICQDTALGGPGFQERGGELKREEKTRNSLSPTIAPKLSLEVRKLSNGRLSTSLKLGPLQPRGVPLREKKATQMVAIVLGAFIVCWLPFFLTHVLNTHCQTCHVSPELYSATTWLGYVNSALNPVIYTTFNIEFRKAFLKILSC
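Cells expressing the human receptor were seeded at 1500 cells/well, incubated overnight at 37 degrees C in 5% CO2, then exposed to library compounds with dopamine controls for 90 minutes at 37 degrees C before luminescent detection.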
pAkt inh: blocks phosphorylation of Akt; 360,000 compounds, 0.32% hits; Neuro2A IGF-stimulated pAkt S473 HTRF, 20 min; active compounds read low; activity change, % for hits at 50 µM; in the data active = activity change below about -80%; inconclusive = mostly about -51% to -80%; note: % is set by controls: 0 for no effect and ±100 for the full control effect
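Single-point screen (50 µM final compound) in Neuro2A cells stimulated 20 min with 6 nM IGF at 37 deg C. After lysis, Ser473-phosphorylated Akt read by HTRF (ex 330 nm, em 615/665 nm) as the 665/615 ratio.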
FUS yeast rescue: suppressors of FUS proteinopathy in yeast. 390,000 compounds, 0.24% hits. Potency, µM (series often up to 76.6 µM), without a hit: at the top dose growth rescue (activation), most hits filed as activators. S. cerevisiae FUS-expressing, growth rescue, OD600, 24 h;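 note: potency is the fitted concentration of half-maximal effect; plate controls were DMSO vehicle for no effect and reference control for full effect; nearly all actives have a fitted effect of over 55% in size; some results filed as inactive show a strong effect at the top dose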
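Cultures pregrown in 2.5% raffinose medium are shifted to minimal medium containing 2% galactose to express toxic FUS. Compounds are tested at several concentrations. After 24hr at 30C, growth is quantified at 600 nm absorbance.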
GLP1R ag: agonists of human GLP-1 receptor. P43220. HEK293 GLP-1R CRE-luciferase, luminescence, 4-6 h; cells express a hypersensitive GLP-1R form. Potency, µM (titrated, usually from 45.6 µM), for the others: at the highest dose activation, usual class: activators. 380,000 compounds, 0.007% hits; note: potency is the fitted concentration of half-maximal effect; % of control where 0% means no effect
TDP43 rescue: rescues yeast growth from TDP-43 toxicity; TDP-43 expressing yeast growth rescue, BacTiter-Glo, 24 h; Potency, µM (titrated, usually from 46.1 µM), for inactives: at the top dose growth rescue (activation), most hits filed as activators; 410,000 compounds, 1.8% hits; note: potency is the fitted concentration of half-maximal effect; % of control where 0% means no effect; nearly all actives have a fitted effect of over 50% in size
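Luminescence from BacTiter-Glo reports growth of TDP-43-expressing yeast after 24 hr at 30 deg C with compound. Cells were raffinose-pregrown to mid-log, then seeded in galactose medium at OD600=0.02.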
GLP1R inv ag: acts as inverse agonist at human GLP-1 receptor | P43220 | HEK293 GLP-1R CRE-luciferase, luminescence, 24 h; GLP-1R form is constitutively active | Potency, µM (doses to about 38.3 µM), for inactives: at the highest dose activity change, negative = inhibition, actives largely listed as inhibitors | 410,000 compounds, 1.6% hits | AID 624417; note: potency is the fitted concentration of half-maximal effect; % is set by controls: 0 for no effect and ±100 for the full control effect; nearly all actives have a fitted effect of over 55% in size
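Luminescence readout: a drop in cAMP-driven luciferase signal flags inverse agonism at a constitutively active GLP-1R stably expressed in HEK293. Compound exposure lasted 24 hr at 37 deg C, 5% CO2.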
An asterisk follows results filed as active; i = inactive; ? = inconclusive; / = not tested or not shown; & = joins results of further samples; [ ] = dose if it differs, or a comment. Unless noted, calls come from the whole dose curve; as a rule, active = well fitted curve in the direction sought with a large enough effect; inconclusive = small, poorly fitted or top-dose-only effect, or another doubt; inactive = no such curve, though single readings can be large; an effect the other way counts as inactive or inconclusive. Only part of the results is shown (hit frequency here may not be typical).

Preview:
1. CC1CCCN(CCCNC(=O)c2ccc3c(c2)N(Cc2ccccc2F)C(=O)c2ccccc2S3(=O)=O)C1 (stereo unspecified)
2. Cc1[nH]c2ccccc2c1/C=N/NC(=O)C1CC1(c1ccccc1)c1ccccc1 (stereo unspecified)
3. CC(O)CNc1ncnc2cc(-c3ccc(F)cc3)sc12 (stereo unspecified)

screen / no.	1	2	3
PTHR1 agonist	-2%&-11%	-46%[inhibitor]	-13%
Abeta yeast res	0%&-16%	-7%	0%
aSyn yeast inh	-4%	-8%	-3%
D3 antag	-112*	-13	-12
pAkt inh	i	i	i
FUS yeast rescue	18%&27%	35%	18%
GLP1R ag	12%&-4%	-5%	?
TDP43 rescue	0%&-30%	-12%	-9%
GLP1R inv ag	?	?	179%[activator]

The whole of this part, from the first entry:
1. CC1CCCN(CCCNC(=O)c2ccc3c(c2)N(Cc2ccccc2F)C(=O)c2ccccc2S3(=O)=O)C1 (stereo unspecified)
2. Cc1[nH]c2ccccc2c1/C=N/NC(=O)C1CC1(c1ccccc1)c1ccccc1 (stereo unspecified)
3. CC(O)CNc1ncnc2cc(-c3ccc(F)cc3)sc12 (stereo unspecified)
4. O=C(NCCc1c[nH]c2ccccc12)C(=O)NCC(c1cccnc1)N1CCN(c2ccccc2)CC1 (stereo unspecified)
5. Cc1nn(Cc2nnc(SCC(=O)Nc3ccc(Cl)cc3)n2C)c(C)c1[N+](=O)[O-]
6. CC1(c2ccccc2)CC(C)(C)N(C(=O)c2ccccc2Cl)c2ccccc21 (stereo unspecified)
7. O=C(c1cc2ccccc2oc1=O)N1CCN(S(=O)(=O)c2ccccc2)CC1
8. Cc1cccc(OCC(=O)N(Cc2ccccc2)c2ccccn2)c1
9. CCc1cc(-c2n[nH]c(C)c2-c2nc(C)cs2)c(O)cc1OC
10. CCOP(=O)(OCC)C(C)(C)NC(=O)c1cc([N+](=O)[O-])cc([N+](=O)[O-])c1

screen / no.	1	2	3	4	5	6	7	8	9	10
PTHR1 agonist	-2%&-11%	-46%[inhibitor]	-13%	i	-1%	-25%	-8%	?	-27%	-15%
Abeta yeast res	0%&-16%	-7%	0%	-6%	9%	-9%	7%	-4%	0%	13%
aSyn yeast inh	-4%	-8%	-3%	-3%	2%	/	2%	/	?	-8%
D3 antag	-112*	-13	-12	23	12	/	13	/	7	-22
pAkt inh	i	i	i	i	i	/	i	/	i	i
FUS yeast rescue	18%&27%	35%	18%	32%	-11%	9%	13%	2%	32%	11%
GLP1R ag	12%&-4%	-5%	?	1%	1%	/	-12%	/	20%	1%
TDP43 rescue	0%&-30%	-12%	-9%	-1%	8%	5%	16%	10%	?	-6%
GLP1R inv ag	?	?	179%[activator]	?	-33%	11%	2%	-13%	-17%[7.66 µM]	10%

11. CCN(CC(=O)NCc1ccc(Cl)cc1)C(=O)c1ccc(C#N)cc1
12. COc1cc([N+](=O)[O-])ccc1NC(=O)CN1CCCC1
13. Cc1cc(C(=O)COc2cc(F)ccc2[N+](=O)[O-])c(C)n1CC1CCCO1 (stereo unspecified)
14. Cc1c(Br)c([N+](=O)[O-])nn1CC(=O)N1CCc2ccccc2C1
15. Cc1ccc(OCC(=O)N(Cc2cccc(Cl)c2)C2CCS(=O)(=O)C2)cc1C (stereo unspecified)
16. COc1cc(CN(C(=O)COc2ccccc2)c2ccccn2)cc(OC)c1OC
17. CCOCCc1nn2c(=O)cc(COC(=O)Cc3ccccc3)nc2s1
18. Cc1cc(OCC(=O)NCCc2ccc(S(N)(=O)=O)cc2)c2c(C)c(C)c(=O)oc2c1
19. COc1ccc(-c2ccccc2)cc1NC(=O)[C@@H]1O[C@H](CO)[C@H](O)[C@H](O)[C@H]1O
20. O=S(=O)(Nc1ccc2c(c1)OCCO2)c1c(F)cccc1F

screen / no.	11	12	13	14	15	16	17	18	19	20
PTHR1 agonist	i	i	-96%[inhibitor]	-9%	-22%	i	-22%	-7%	-19%	-10%
Abeta yeast res	-1%	-1%	10%	10%	-1%	-3%	-11%	-1%	-10%	9%
aSyn yeast inh	2%	-1%	0%	15%	7%	/	/	-1%	-1%	-2%
D3 antag	2	-4	-23	-7	-14	/	/	1	-19	-4
pAkt inh	i	i	i	i	i	/	/	i	i	i
FUS yeast rescue	-17%	-8%	25%	/	?	6%	-3%	-4%	-19%	28%
GLP1R ag	-4%	2%	-5%	2%	-1%	/	/	0%	-7%	10%
TDP43 rescue	1%	20%[9.22 µM]	?	-1%	-16%	18%	19%	-2%	9%	-2%
GLP1R inv ag	-4%	24%	-8%	-12%	?	14%	4%	36%[activator]	11%	13%

21. CCc1nc(NCCO)c(C#N)c2c1CCCC2
22. Cc1c(C(=O)OCC2CCCCC2)[nH]c2c1C(=O)CC(c1ccc(F)cc1)C2 (stereo unspecified)
23. O=C(O)c1c[nH]c(=O)c2ccccc12
24. CSCc1cc(N2CCOCC2)nc(SCc2ccc(Cl)cc2Cl)n1
25. COc1ccccc1OS(=O)(=O)c1ccc(NC(C)=O)cc1
26. COc1cc(C(=O)N(C)C2CCCCC2)cc(OC)c1OC
27. O=C(Cc1c(F)cccc1Cl)NC1CCN(Cc2ccccc2)CC1
28. CCOC(=O)C1CCCN(C(=O)C2CCN(c3nnc(C)c4c(C)n(-c5ccccc5)nc34)CC2)C1 (stereo unspecified)
29. O=C(Nc1cc2ccccc2oc1=O)c1ccccc1
30. O=c1c(N2CCOCC2)c(N2CCOCC2)c1=O

screen / no.	21	22	23	24	25	26	27	28	29	30
PTHR1 agonist	-7%	-24%	i	-34%[inhibitor]	-9%	i	i	?	-26%	i
Abeta yeast res	6%	-17%	-11%	?	10%	-7%	14%	-17%	-10%	9%
aSyn yeast inh	-1%	/	-12%	10%	13%	1%	-3%	/	-7%	3%
D3 antag	-14	/	-18	16	11	0	?	/	10	-2
pAkt inh	i	/	i	i	i	i	i	/	i	i
FUS yeast rescue	-30%	-18%	0%	?	3%	0%	-22%	-21%	-11%	-22%
GLP1R ag	3%	/	2%	34%	4%	-3%	0%	/	-3%	-5%
TDP43 rescue	17%	1%	-10%	22µM*	25%	-5%	11%	-14%	27%	10%
GLP1R inv ag	-5%	11%	3%	?	-25%	10%	-15%	-1%	7.9µM*	5%

31. Cc1cccc(/C=C(\C(=O)C(=O)O)c2ccc3ccccc3n2)c1
32. COc1ccc(NC(=O)COc2cc(O)c3c(c2)OC(C)(C)CC3=O)cc1
33. C[C@H](c1ccccc1)N1C[C@H](COCc2ccccc2)Oc2cc(N3CC[C@@H](N(C)C)C3)ccc2S1(=O)=O
34. CS(=O)(=O)N(CC(=O)NCc1ccc2c(c1)OCO2)c1cccc(Cl)c1
35. CC(C)Cc1nnc(NC(=O)CCC(=O)N2CCN(Cc3ccc(Cl)cc3)CC2)s1
36. CN(CCO)C(=O)c1c(NC(=O)c2ccccc2)sc2c1CCCC2
37. CC1CN(S(=O)(=O)c2cccc(C(=O)OC(C)C(=O)NC3CCCCC3C)c2)CC(C)O1 (stereo unspecified)
38. CCOc1cc(C(=O)NC)cc(OCC)c1OCC
39. COc1ccc(C(=O)Nc2cccc(C)c2)cc1
40. CC(C)C(=O)N1CCN(c2nc3ccc(Cl)cc3s2)CC1

screen / no.	31	32	33	34	35	36	37	38	39	40
PTHR1 agonist	-23%	-36%[inhibitor]	-17%	-4%	-49%[inhibitor]	i	i	15%[57.5 µM]	-17%	-44%[inhibitor]
Abeta yeast res	-20%	-6%	-5%	3%	17%	3%	2%	4%	-3%	-7%
aSyn yeast inh	-3%	-1%	0%	2%	1%	-3%	-2%	-5%	/	0%
D3 antag	-16	1	19	9	-6	11	-16	?	27	18
pAkt inh	i	i	i	i	i	i	i	i	/	i
FUS yeast rescue	16%	-1%	-1%	-6%	9%	47%	13%	6%	-23%	-17%
GLP1R ag	4%	5%	2%	8%	-3%	-5%	2%	-9%	-8%	7%
TDP43 rescue	-24%	?	16%	-7%	4%	/	-5%	-19%	3%	?
GLP1R inv ag	5%	?	8%	?	-24%	-20%	2%	1%	1%	2%

41. CCOc1ccc(CCNC(=O)C2CC(=O)N(c3ccccc3OCC)C2)cc1OCC (stereo unspecified)
42. O=C(CN(Cc1ccco1)Cc1ccco1)Nc1cc(S(=O)(=O)N2CCCCC2)ccc1Cl
43. S=C(Nc1ccccc1)N1CCc2ccccc21
44. COc1cc(SC)ccc1C(=O)NCCNC(=O)c1nonc1N
45. C/C(=N\NC(=O)CSc1nc(C)cc(C)n1)c1cccs1
46. CC(=O)Nc1ccc2c(c1)ncn2C
47. CCOC(=O)N1CCN(C(=O)CSc2nc3c(cnn3-c3ccccc3)c(=O)[nH]2)CC1

screen / no.	41	42	43	44	45	46	47
PTHR1 agonist	i	-26%	i	?	-18%	0%[57.5 µM]	i
Abeta yeast res	2%	-8%	?	-29%	-7%	10%	-13%
aSyn yeast inh	-5%	5%	1%	-5%	-5%	9%	9%
D3 antag	-5	36	11	?	5	-18	-2
pAkt inh	i	i	i	i	i	i	i
FUS yeast rescue	14%	?	-2%	11%	19%	3%	1%
GLP1R ag	11%	-3%	2%	12%	15%	1%	2%
TDP43 rescue	-25%	-4%	13µM*	-24%	-12%[9.22 µM]	19%	21%
GLP1R inv ag	9%	10µM*	-26%	10%	19%	-1%	9%
